PhoP GFP inhibition: Inhibition of PhoP regulon, Salmonella typhi GFP reporter cells, confirmation, 4 h (AID 1850); 310,000 tested, 0.33% active; Salmonella Typhi PhoP-promoter GFP reporter, fluorescence, 4 h; higher % means a stronger effect; one-dose inhibition, % at 50 µM; IC50 in µM for titrated hits; in the data active = a potency from the dose series; inconclusive = inhibition mostly from about 25% at the one dose, without a potency; inactive = the rest, 99 in 100 with inhibition below about 19%;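 also: 0% = induced wells with vehicle and 100% = uninduced wells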
M. tuberculosis: growth inhibition of non-replicating M. tuberculosis (AID 488890); Mycobacterium tuberculosis non-replicating, growth inhibition; higher % means a stronger effect; one-dose inhibition, % at 25 µM; IC50 in µM for titrated hits; 320,000 tested, 0.39% active; in the data active = a potency from the dose series; inconclusive = inhibition mostly from about 82% at the one dose, without a potency; inactive = the rest, 99 in 100 with inhibition below about 76%;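 also: plate controls were DMSO cells for no effect and high antibiotic wells for full effect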
VEEV TC-83 Vero: inhibitors of VEEV TC-83 cytopathic effect, confirmation, Vero cells (AID 588727) | 350,000 tested, 0.13% active | inhibition, % at 20 µM, or IC50 in µM where a hit was titrated | Vero cells, VEEV TC-83 cytopathic effect inhibition; higher % means a stronger effect; in the data active = a potency from the dose series; inconclusive = inhibition mostly from about 14% at the one dose, without a potency; inactive = the rest, 99 in 100 with inhibition below about 12%; also: strong numbers were not always called active
M. tuberculosis HTS: M. tuberculosis growth inhibition, HTS (AID 449762) | M. tuberculosis H37Rv growth inhibition, 7H9 media; higher % means a stronger effect | inhibition, % at 25 µM, or IC50 in µM where a hit was titrated | 330,000 tested, 0.59% active; in the data active = a potency from the dose series; inconclusive = inhibition above about 70% without an active follow-up result;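 also: bacterial growth assessed after seven days of incubation; strong numbers were not always called active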
influenza NS1A: NS1A inhibition, H1N1 influenza, cell based functional assay (AID 504329); 340,000 tested, 0.3% active; NS1A functional cell-based assay, percent inhibition; higher % means a stronger effect; inhibition, % at 12.5 µM; hits with a dose series show IC50 in µM; in the data active = a potency from the dose series; inconclusive = inhibition above about 27% without an active follow-up result; also: strong numbers were not always called active
The depositor's hits bear a star; i = inactive; ? = inconclusive; nt = not tested or not shown.

SMILES	PhoP GFP inhibition	M. tuberculosis	VEEV TC-83 Vero	M. tuberculosis HTS	influenza NS1A
CSc1ncc(CN2CCCC(C(=O)c3sccc3C)C2)cn1 (stereo not drawn)	-7%	79%	1.3%	0%	-1%
CCCc1cc(C(=O)Nc2ccc(C#N)cc2)no1	11%	?	0.4%	0%	8%
Cc1ccc(S(=O)(=O)CCC(=O)N(CCCN2CCOCC2)c2nc3ccccc3s2)cc1	12%	?	0.6%	44%	-3%
CCN(CC)C(=O)N1CCc2ccccc2C1CN1C(=O)c2ccccc2C1=O (stereo not drawn)	1%	-4%	0.0%	-2%	9%
CN(C)CC(CCC(CN(C)C)C(=O)c1ccccc1)C(=O)c1ccccc1 (stereo not drawn)	nt	nt	2.1%	nt	3%
O=C(C1CCN(S(=O)(=O)c2ccc(F)cc2)CC1)N1CC=C(c2ccccc2)CC1	0%	28%	0.4%	-8%	-11%
CCO[C@H]1OC(C(=O)N2CCCCCCC2)=C[C@@H](C)[C@@H]1CCCO	-9%	-7%	0.5%	-9%	-3%
Cc1cccc(C)c1NC(=O)CC(NCc1ccco1)C(=O)O (stereo not drawn)	-8%	-15%	0.0%	-4%	2%
COC(=O)C1=C(C)N(c2cc(C)cc(C)c2)/C(=C/c2ccc(O)cc2)C1=O	-11%	33%	?	4%	-1%
CCCSc1nnc2nc(C)cc(C)n12	-4%	-17%	0.5%	3%	-7%
Oc1ccc(N=Nc2ccc3c(c2)OCO3)c2ccccc12	-1%	?	nt	47%	nt
O=C(c1cc(C(=O)N2CCN(c3ccc(F)cc3)CC2)cc([N+](=O)[O-])c1)N1CCN(c2ccc(F)cc2)CC1	0%	28%	0.2%	0%	2%
CCOC(=O)c1nc(Nc2ccc(C(=O)OC)cc2)c2ccccc2n1	-4%	2%	11%	1%	-16%
c1ccc2c(c1)CNc1ccccc1-2	nt	nt	1.1%	nt	-1%
Cc1[nH]c(=O)[nH]c(=O)c1S(=O)(=O)N(CC(C)C)CC(C)C	-5%	0%	i	-1%	nt
CCCCC1CCC(C(=O)N2CCOCC2)CC1 (stereo not drawn)	-8%	?	0.3%	12%	2%
CC(C)(C)c1cc(NC(=O)NN2CCOCC2)nn1-c1c(Cl)cc(Cl)cc1Cl	-4%	-2%	0.2%	9%	-12%
CC(C)CC(C(=O)OCC(=O)Nc1ncc(Cl)cc1Cl)N1C(=O)c2ccccc2C1=O (stereo not drawn)	-5%	28%	0.3%	8%	36%
COc1cc(OC)c(OC)cc1CNC(=O)c1cc(=O)c2ccccc2o1	4%	5%	2.5%	-1%	3%
CC(C)C(c1nnnn1Cc1ccc(F)cc1)N1CCC(C(N)=O)CC1 (stereo not drawn)	-8%	-6%	1.4%	-2%	-3%
COC(=O)N/N=C/c1ccc(-c2cc(Cl)ccc2Cl)o1	-5%	-6%	0.2%	0%	16%
CC1CN(C(=O)CNC(=O)COc2ccccc2)CC(C)O1 (stereo not drawn)	nt	2%	i	-5%	-14%
O=C(C[n+]1ccccc1)N/N=C/c1cc(Br)ccc1F	nt	1%	1.2%	-4%	2%
COC(=O)c1ccc(OC(=O)c2nn(C)cc2Cl)c(OC)c1	-2%	3%	0.6%	-9%	-19%
CC(C)Oc1ccc(C2CCC(=O)NC2=O)cc1 (stereo not drawn)	16%	-15%	8.3%	-4%	-3%
CC(C)NC(=O)CSc1ccccc1C(=O)NCc1ccc2c(c1)OCO2	6%	-3%	3.1%	-9%	-6%
Cn1c(SCc2cnc(-c3ccccc3)s2)nnc1C1COc2ccccc2O1 (stereo not drawn)	12%	11%	1.8%	-1%	-2%
Cc1ccccc1N=C1c2cc([N+](=O)[O-])ccc2-c2ncccc21	0%	37%	0.8%	9%	21%
Cc1ccc(CNC(=O)C2CC2c2ccccc2)cc1 (stereo not drawn)	-2%	14%	0.3%	11%	2%
CC(C)OC(=S)N/C(=N\S(=O)(=O)c1ccccc1)c1ccccc1	8%	64%	0.9%	4%	-8%
COc1cccc(C2c3c(oc4cc(C)c(C)cc4c3=O)C(=O)N2CCCN(C)C)c1 (stereo not drawn)	11%	-1%	0.2%	5%	3%
CCCc1cc2c(=O)c(-c3ccc4c(c3)OCCO4)coc2cc1OC(=O)c1ccco1	-25%	16%	4.7%	-3%	1%
CC(C)c1nc(SCC(=O)NC2CCCC2)c2ccccc2n1	-5%	0%	i	1%	5%
CC(C)(C)CC(C)(C)c1ccc(OCC(=O)N/N=C/c2ccc(S(=O)(=O)O)o2)cc1	6%	-4%	0.9%	-3%	-3%
COCCCn1c(N)c(C(=O)OCCOC)c2nc3ccccc3nc21	-2%	-1%	6.6%	-5%	-1%
COc1ccccc1C(=O)NC(=S)NC12CC3CC(CC(C3)C1)C2	-10%	3%	2.6%	26%	-11%
C#CCOCCOCCOCCNc1nc(N2CCN(C(=O)C(Cc3ccc(O)cc3)n3cc(C(N)C(C)CC)nn3)CC2)nc(N2CCN(C(=O)C(Cc3ccc(O)cc3)n3cc(C(N)C(C)CC)nn3)CC2)n1 (stereo not drawn)	8%	54%	4.1%	?	-2%
COc1ccc(C(CCNCc2ccccc2)c2ccc(F)cc2)cc1 (stereo not drawn)	6%	8.7µM*	i	?	3%
COCc1nc(-c2ccc(-c3ccc(C)cc3)nc2OC)no1	2%	20%	4.1%	-2%	6%
CCCCCCc1nc(C(N)=O)c2[nH]c(=O)n(-c3ccccc3F)c2n1	-2%	6%	0.3%	4%	-4%

A different layout for part of the listing above:
Structure | PhoP GFP inhibition | M. tuberculosis | VEEV TC-83 Vero | M. tuberculosis HTS | influenza NS1A
Cc1ccc(CNC(=O)C2CC2c2ccccc2)cc1 (stereo not drawn) | -2% | 14% | 0.3% | 11% | 2%
CC(C)OC(=S)N/C(=N\S(=O)(=O)c1ccccc1)c1ccccc1 | 8% | 64% | 0.9% | 4% | -8%
COc1cccc(C2c3c(oc4cc(C)c(C)cc4c3=O)C(=O)N2CCCN(C)C)c1 (stereo not drawn) | 11% | -1% | 0.2% | 5% | 3%
CCCc1cc2c(=O)c(-c3ccc4c(c3)OCCO4)coc2cc1OC(=O)c1ccco1 | -25% | 16% | 4.7% | -3% | 1%
CC(C)c1nc(SCC(=O)NC2CCCC2)c2ccccc2n1 | -5% | 0% | i | 1% | 5%
CC(C)(C)CC(C)(C)c1ccc(OCC(=O)N/N=C/c2ccc(S(=O)(=O)O)o2)cc1 | 6% | -4% | 0.9% | -3% | -3%
COCCCn1c(N)c(C(=O)OCCOC)c2nc3ccccc3nc21 | -2% | -1% | 6.6% | -5% | -1%
COc1ccccc1C(=O)NC(=S)NC12CC3CC(CC(C3)C1)C2 | -10% | 3% | 2.6% | 26% | -11%
C#CCOCCOCCOCCNc1nc(N2CCN(C(=O)C(Cc3ccc(O)cc3)n3cc(C(N)C(C)CC)nn3)CC2)nc(N2CCN(C(=O)C(Cc3ccc(O)cc3)n3cc(C(N)C(C)CC)nn3)CC2)n1 (stereo not drawn) | 8% | 54% | 4.1% | ? | -2%
COc1ccc(C(CCNCc2ccccc2)c2ccc(F)cc2)cc1 (stereo not drawn) | 6% | 8.7µM* | i | ? | 3%
COCc1nc(-c2ccc(-c3ccc(C)cc3)nc2OC)no1 | 2% | 20% | 4.1% | -2% | 6%

The list goes on:
SMILES	PhoP GFP inhibition	M. tuberculosis	VEEV TC-83 Vero	M. tuberculosis HTS	influenza NS1A
O=C(OCC(=O)N1CCc2ccccc21)c1cc(S(=O)(=O)N2CCOCC2)ccc1F	nt	nt	2.2%	nt	11%
CCn1c(SCc2cc(=O)[nH]c3ccccc23)nc2c1c(=O)n(C)c(=O)n2C	-13%	10%	9.3%	3%	0%
COc1ccc(CCNC(=O)CCN2C(=O)c3cccc4cccc(c34)C2=O)cc1OC	-7%	12%	1.0%	10%	6%
CCN(CC(=O)Nc1ccccc1C(F)(F)F)C(=O)CCc1nc2ccccc2c(=O)[nH]1	-7%	-5%	1.4%	-19%	2%
Cc1cc(=O)n2[nH]c(-c3ccco3)nc2n1	-3%	-9%	0.5%	-1%	-6%
CCOc1ccc(NC(=O)c2cnccn2)cc1	-3%	74%	0.7%	-8%	9%
O=C(Nc1cc(Cl)ccc1O)C1CC(c2ccccc2Cl)=NO1 (stereo not drawn)	6%	23%	3.2%	?	2%
CC[n+]1c(/C=C(/C)SC)sc2ccccc21	-6%	nt	i	8%	-3%
CC(C)(Oc1ccc(Cl)cc1)C(=O)N/N=C/c1cn[nH]c1-c1ccccc1	2%	23%	i	2%	-10%
CCN(Cc1ccc(OC)c(F)c1)C(=O)/C=C/c1ccc(S(=O)(=O)N2CCOCC2)cc1	nt	29%	0.1%	-13%	0%
COc1nc2ccccc2nc1OC	-9%	nt	0.3%	-3%	3%
CC1CCCC(C)N1C(=O)COC(=O)c1ccco1 (stereo not drawn)	nt	-7%	1.5%	3%	-22%
CN(C)CCCNC(=O)C[C@H]1C[C@H](C(=O)N2CCCCC2)[C@@]2(C)c3[nH]c4cc(CCC(=O)N(C)C)ccc4c3CCN2C1=O	nt	nt	0.3%	nt	-2%
CCN(CC)S(=O)(=O)c1ccc(NC2c3ccccc3C(=O)N2c2ccc(C)cn2)cc1 (stereo not drawn)	-8%	2%	4.9%	-8%	29%
O=C(CSC(=S)N1CCOCC1)N1N=CCC1c1ccccc1 (stereo not drawn)	5%	3%	i	0%	2%
O=C1c2ccccc2C(=O)C1c1ccc(Br)cc1	-5%	-5%	0.3%	9%	-17%
CN(/N=C/c1c[nH]c2ccccc12)c1cnn(-c2ccc(F)c(Cl)c2)c(=O)c1Cl	-9%	-8%	9.0%	-9%	-3%
C=CCNC(=O)CC(=O)N/N=C/c1cccc(Br)c1	0%	-13%	i	0%	-11%
COc1ccc(NC(=O)c2oc3ccccc3c2NC(=O)C2CC2)cc1	0%	nt	1.5%	nt	6%
O=C(OCc1nnc(-c2ccc(Br)cc2)o1)c1ccco1	-2%	43%	3.2%	0%	-6%
C[N+](C)(C)CCOP(=O)([O-])OC[C@H](O)CO	-8%	-1%	i	1%	1%
Cc1ccc(N2C(=O)CC(Cc3ccc(Cl)cc3)C2=O)cc1 (stereo not drawn)	-6%	-1%	1.1%	4%	-1%
CCCC(=O)Nc1sc(C(=O)Nc2cccc(N)c2)c(C)c1C(=O)OC	-11%	27%	5.8%	4%	10%
Cc1cccnc1NC(=O)Nc1ccc(F)cc1	-14%	-6%	1.8%	-6%	6%
CCOc1cc(CNCC2CCCN2CC)cc(Cl)c1OC (stereo not drawn)	-8%	2%	0.5%	-11%	8%
CCc1nnc(SCC(=O)Nc2ccc(N3CCOCC3)cc2)o1	-8%	-2%	1.7%	3%	5%
C/C(=N/NC(=O)c1ccc(C)s1)c1cccc(NC(=O)COc2ccc(Cl)cc2Cl)c1	3%	-3%	0.5%	-1%	2%
CC(C)N1C[C@@]23C=C[C@@H](O2)C(C(=O)OCc2ccccc2)[C@H]3C1=O (stereo partly drawn)	3%	69%	0.1%	4%	-11%
CCOc1ccc(NC(=S)NC(=O)c2c(Cl)c(C)nn2C)c([N+](=O)[O-])c1	-7%	-8%	i	0%	5%
Cc1occc1C(=O)N1CCN(c2ncccn2)CC1	1%	5%	0.9%	1%	-12%
Cc1cccc(N(CC(=O)NCC2CCCO2)C(=O)CCC(=O)Nc2cc(C)on2)c1 (stereo not drawn)	4%	-11%	3.3%	-5%	5%
CCOC(=O)Cc1nnc(NC(=O)CSc2nnc3c(n2)[nH]c2ccccc23)s1	-5%	-1%	0.8%	4%	2%
COc1ccc(S(=O)(=O)Nc2c(C)n(C)n(-c3ccccc3)c2=O)cc1	-1%	5%	i	-1%	13%
CCOc1ccc(N(CC(=O)NCc2ccc(F)cc2)C(=O)CCC(=O)Nc2nccs2)cc1	4%	19%	8.4%	?	3%
C[C@]12c3[nH]c4cc(-c5ccco5)ccc4c3CCN1C(=O)[C@@H](CC(=O)NCc1ccco1)C[C@@H]2C(=O)N1CCOCC1	nt	nt	i	nt	-6%
N#CC1=C(N)Oc2cc(O)c(Cl)cc2C1c1ccccc1F (stereo not drawn)	-40%	21%	0.0%	-1%	5%
COc1cc(CNCCc2ccccc2)cc(Br)c1OCC(=O)Nc1ccccc1C	7%	8.6µM*	0.2%	?	0%
O=C(CC1SC(=Nc2ccc(OC(F)F)cc2)N(CCC2=CCCCC2)C1=O)Nc1ccccc1F (stereo not drawn)	-9%	-1%	2.4%	-8%	-1%
c1ccc2c(c1)nc(-c1ccncc1)n2CCNc1nc(CN2CCCCC2)cs1	-2%	-26%	i	-14%	-4%
Cc1ccc(NC(=O)Cc2ccccc2)cc1S(=O)(=O)N1CCOCC1	nt	2%	6.7%	2%	-7%
COc1ccccc1CNC(=O)CCc1nnc2ccc(NCCCN3CCCC3=O)nn12	0%	10%	0.1%	-3%	1%
N#CCC(=O)N/N=C/c1c(-c2ccccc2)n(-c2ccccc2)c2ccccc12	2%	-13%	12%	7%	1%
